Screening data as filed in PubChem BioAssay.
HSF-1 act: increases HSF-1 driven luciferase reporter signal. NIH3T3-HGL HSF-1 luciferase reporter, MG132, 8 h; 100% = twice DMSO control signal. activation, % at 9 µM. 1.7% of 300,000 active;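 active means mean replicate activation of at least 50% with a set share of replicates each reaching 50%; inconclusive means only one of those two conditions met; inactive means mean below 50% and too few replicates reaching it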;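 further: 0% = median of the neutral control wells and 100% = twice that signal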
HSF1 inh: HSF1 inhibition; NIH3T3-HGL HSE-luciferase, MG132-induced, luminescence 8 h; stronger effect = lower value; activity change, negative = inhibition, % at 7.5 µM (by protocol); 0.77% of 300,000 active;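 active means more than half of replicate wells show activity change below -50%, luminescence cut by over half; inconclusive means some wells, but at most half, below -50%; inactive means no replicate well below -50%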;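 further: luciferase reports HSF-1 transcriptional activity via heat shock element; 0% = median of DMSO wells and -100% = zero luminescence signal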
GSK3 alpha inh: inhibitors of human GSK-3 alpha kinase; ADP-Glo luminescence, 60 min; inhibition, % at 10 µM; 0.1% of 320,000 active; AID 2650;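 in the data active means inhibition above about 50%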;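 further: GST-tagged GSK-3 alpha with peptide substrate and 25 µM ATP; 0% = DMSO neutral wells and 100% = GW8510 positive control wells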
Target sequence (P49840 whole entry, looked up): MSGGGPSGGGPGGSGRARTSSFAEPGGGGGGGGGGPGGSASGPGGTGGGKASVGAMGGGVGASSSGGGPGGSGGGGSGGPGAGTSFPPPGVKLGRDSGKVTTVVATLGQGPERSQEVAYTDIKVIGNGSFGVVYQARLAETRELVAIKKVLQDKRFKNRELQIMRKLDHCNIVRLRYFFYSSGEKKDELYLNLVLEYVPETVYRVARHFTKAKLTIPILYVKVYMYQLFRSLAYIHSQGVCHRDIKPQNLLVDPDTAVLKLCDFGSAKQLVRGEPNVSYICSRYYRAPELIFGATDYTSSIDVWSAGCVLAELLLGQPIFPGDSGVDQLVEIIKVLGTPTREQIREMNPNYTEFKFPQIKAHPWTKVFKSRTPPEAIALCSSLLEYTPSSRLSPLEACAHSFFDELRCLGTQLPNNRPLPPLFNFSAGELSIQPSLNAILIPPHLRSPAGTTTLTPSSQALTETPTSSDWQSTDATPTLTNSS
HSP90 refold inh: blocks HSP90-mediated luciferase refolding in reticulocyte lysate; inhibition, % at 5.6 µM; Rabbit reticulocyte lysate, luciferase refolding luminescence, 3 h; 0.91% of 290,000 active;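 active means inhibition above the screen-wide mean plus 3 SD, computed separately per campaign, cut at about 16% in these data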;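 further: 0% = DMSO wells and 100% = 60 µM geldanamycin wells; inhibitors lower the luminescence because luciferase stays unfolded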
KLF5 inh: suppresses KLF5 promoter-driven expression; DLD-1 KLF5 promoter-luciferase reporter, luminescence; inhibition, % at 5 µM; 0.23% of 290,000 active;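 active means inhibition above a per-plate limit of that plate's mean compound inhibition plus 3 SD, cut at about 60% in these data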;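 further: 0% = DMSO wells and 100% = LY294002 at 200 µM; higher means less KLF5 promoter-driven luciferase light; inactives centre near -14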
aSyn UTR inh: 5' untranslated region of α-synuclein, MLPCN primary screen. alpha-synuclein 5'UTR reporter, inhibitor activity. inhibition, % (tested at 7.5 µM). 0.82% of 300,000 active. AID 1813; in the data active means inhibition above about 60%; inconclusive means no clear call, values can overlap the other calls;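 further: H4 neuroglioblastoma cells stably carrying SNCA 5'UTR luciferase fusion; 0% = DMSO wells and 100% = positive control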
AI-2 QS modul: modulates the Vibrio harveyi AI-2 quorum sensing system. 0.4% of 300,000 active. Vibrio harveyi JMH597 AI-2 luminescence/OD600 ratio, 9 h; stronger effect = lower value; strain lacks LuxN and CqsS sensors; 0 = neutral-control median. activity change, % at 7.5 µM; in the data active means activity change below about -75%, passing the limit was not always enough; inconclusive means no clear call, values can overlap the other calls;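 further: luminescence divided by OD600 gain over 9 h not by final OD600 alone; inactives centre near 13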
GSK3beta inhib: blocks human GSK3beta kinase activity; GST-GSK3beta kinase, ADP-Glo luminescence, 60 min; stronger effect = lower value; activity score (negative = inhibition), % at 10 µM; 0.038% of 300,000 active; P49841;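 active means more than half of replicate wells score below -50%, meaning over 50% inhibition versus plate controls; inconclusive means some replicates but at most half score below -50%; inactive means no replicate scores below -50%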;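 further: 0% = median DMSO wells and -100% = median GW8510 positive control wells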
Target sequence (P49841 whole entry, looked up): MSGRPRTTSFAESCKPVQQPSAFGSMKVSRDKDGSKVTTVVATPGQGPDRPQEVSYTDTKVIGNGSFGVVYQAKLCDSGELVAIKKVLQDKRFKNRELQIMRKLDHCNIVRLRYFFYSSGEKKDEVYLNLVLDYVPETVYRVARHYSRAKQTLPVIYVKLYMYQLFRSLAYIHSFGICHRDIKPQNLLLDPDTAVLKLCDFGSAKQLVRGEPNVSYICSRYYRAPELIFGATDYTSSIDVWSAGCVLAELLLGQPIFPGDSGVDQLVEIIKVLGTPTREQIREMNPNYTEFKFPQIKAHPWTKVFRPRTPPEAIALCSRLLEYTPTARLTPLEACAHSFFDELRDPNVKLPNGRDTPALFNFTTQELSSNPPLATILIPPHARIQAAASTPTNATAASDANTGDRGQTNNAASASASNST
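Assay system: GST-fused GSK3beta enzyme, cell-free / Medium: Tris pH 7.5 buffer with MgCl2, DTT, BSA, heparin / Also added: peptide substrate plus 25 µM ATP (final) / Compound: 10 µM single point / Timing: kinase reaction with compound 60 min at room temperature / Detection: ADP-Glo luminescence / Benchmarks: DMSO neutral wells and GW8510 at 20 µM as positive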
IEC-6 cytotox: IEC-6 cytotoxicity, counter-screen for KLF5 inhibitors; luminescence viability; inhibition, % at 5 µM; 0.78% of 290,000 active; in the data active means inhibition above about 22%;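 further: 0% = plate median of test compound wells and 100% = cytotoxic reference compound wells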
PolyA inhibitor: inhibitors of polyadenylation in S. cerevisiae; S. cerevisiae SKY197-pL101 polyadenylation reporter, beta-gal luminescence; efflux-impaired pdr1/pdr3 knockout yeast; score 100 = 6 SD above DMSO; calls only at 12 µM; 0.02% of 300,000 active; AID 1875;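 active means lowest replicate activity score at least 50, where 100 means six control SD above control mean; inconclusive means lowest score under 50 but half or more replicates reach 50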;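 further: yeast exposed to compound for 9 h at 30 °C; higher score means more reporter readthrough which indicates perturbed polyadenylation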
Active calls of the source: *; i = inactive; ? = inconclusive; . = not tested or not shown. These rows are one share of the data; rates above refer to the full screens.

Results follow in this order: HSF-1 act, HSF1 inh, GSK3 alpha inh, HSP90 refold inh, KLF5 inh, aSyn UTR inh, AI-2 QS modul, GSK3beta inhib, IEC-6 cytotox, PolyA inhibitor
1) Cc1cccc(NC(=O)N2CC3CC(C2)c2cccc(=O)n2C3)c1 (stereo unspecified)
 : 0.5, -6.4, -3.1, 0.5, -22.4, 13.7, 20.0, -1.3, -4.9, i
2) O=P(/C(=N/O)N1CCCCC1)(N1CCOCC1)N1CCOCC1
 : -11.4, 0.2, -0.9, -2.8, -2.5, -15.3, 41.1, 0.6, 5.3, i
3) Cc1c2cnn(CC(=O)N3CCC4(CC3)OCCO4)c(=O)c2c(C)n1Cc1ccccc1F
 : 18.2, 8.9, -4.9, -3.6, -28.4, -0.1, 3.2, 2.8, -1.9, i
4) Cc1ccc(CN2CCCN(Cc3ccc(C)cc3)S2(=O)=O)cc1
 : 1.3, -0.9, -2.0, 18.0*, -14.8, -5.9, 16.4, -0.6, -3.9, i
5) Cc1ccc2nc3c(cc2c1)CC1(C(=O)N(C)C(=O)N(C)C1=O)C1COCCN31 (stereo unspecified)
 : -10.5, 4.6, -1.6, -1.0, -42.6, -63.1, 18.8, -0.2, -2.5, i
6) c1ccc(CCN2CCC(N3CCN(c4ccccc4)CC3)CC2)cc1
 : 4.4, -13.4, 1.2, 1.4, -50.3, -5.6, 15.8, 0.8, -5.7, i
7) CC1=C(C(=O)Nc2ccccc2)SCCO1
 : -9.4, 4.9, -3.0, -2.7, -36.9, -42.4, 14.7, -1.0, 3.8, i
8) CC(=O)c1cn(Cc2ccccc2F)c2ccccc12
 : 14.5, -3.6, ., -1.3, -33.0, 26.6, 17.3, 0.4, 11.7, i
9) COc1ccc(CCC(=O)N2C[C@H]3C[C@@H](C2)c2cccc(=O)n2C3)cc1
 : 17.1, -1.4, 1.1, 0.6, -14.0, -7.4, -32.8, -0.1, 8.1, i
10) O=c1c2ccccc2nc(N2CCCC2)n1-c1ccccc1
 : -6.7, -7.7, -4.7, -4.8, -31.6, -14.8, -8.7, -2.4, 0.0, i
11) C[n+]1c(-c2ccccc2)cc(-c2ccc(O)cc2)cc1-c1ccccc1
 : -6.4, -4.2, 2.2, 5.3, 5.1, 6.2, -1.9, 0.6, -4.1, i
12) Cc1nc2ccccc2c(=O)n1-c1cccnc1
 : -14.9, -1.4, 0.4, 1.0, -31.6, 1.8, 10.2, 3.2, 2.1, i
13) COc1ccc(-n2c(O)c(C(C)=NCCc3c[nH]c4ccccc34)c(=O)[nH]c2=O)cc1
 : 10.4, 2.5, 8.3, 3.0, -9.4, 13.2, -0.6, -2.2, -9.0, i
14) Cc1ccccc1CN1CCN(c2ccc(Cl)cc2)CC1
 : 6.6, 1.9, ., 1.1, -47.3, 3.3, 7.8, 2.5, -3.9, i
15) Cc1[nH]c2ccccc2c1CCNCc1cccnc1
 : 13.7, 1.3, -0.6, -2.6, -44.7, 11.3, 21.1, 3.0, 2.2, i
16) CCC(=NC(C)c1ccccc1)c1c(O)[nH]c(=O)[nH]c1=O (stereo unspecified)
 : 3.8, -5.1, 2.4, -3.2, -31.0, ?, -9.1, 1.1, -2.2, i
17) COc1ccc(-n2c(O)c(C=NCCN(C)C)c(=O)[nH]c2=O)cc1
 : -13.8, -1.8, 3.9, -3.5, -14.4, -0.6, 6.4, -6.1, 3.6, i
18) CCC(CO)(C(=O)OC1C[N+]2(C)CCC1CC2)c1ccccc1 (stereo unspecified)
 : -20.3, -4.3, 0.9, 0.9, -21.7, -4.0, 20.7, 2.5, -0.2, i
19) O=C1NC(=O)N(c2ccc3c(c2)OCO3)C(=O)/C1=C/c1cccs1
 : 2.8, 6.2, -5.2, 0.4, 8.2, -23.8, 2.4, -0.1, -6.7, i
20) CN1CC(C(=O)c2ccc(Cl)cc2)C(c2ccccc2F)C1 (stereo unspecified)
 : -2.7, 2.6, 2.1, 5.2, -17.2, -13.8, -1.0, 0.4, -2.6, i
21) CCOC(=O)/C(=N\Nc1ccccc1)N1CC1
 : 35.6, -2.2, -4.8, 0.9, -27.6, -4.7, 10.1, 1.5, 1.3, i
22) CCc1ccc(C2=NN(CCC(=O)N3CCC4(CC3)OCCO4)C(=O)CC2)cc1
 : -28.7, -2.2, -1.9, -0.7, -25.5, 10.2, 26.9, 2.5, 2.2, i
23) CNCCCc1ccccc1
 : -4.0, -6.5, -1.0, -2.4, -18.6, 10.5, 34.8, -4.3, -5.4, i
24) COc1ccc(/C=C2/C(=O)NC(=O)N(c3ccccc3)C2=O)cc1CN1C(=O)c2ccccc2C1=O
 : -35.2, -12.6, -3.8, -2.4, -8.8, -10.8, 23.3, 1.2, -6.5, i
25) O=C(C1CCCN(c2nnc(-n3cccc3)s2)C1)N1CCC2(CC1)OCCO2 (stereo unspecified)
 : 6.8, 2.1, ., -1.3, 3.7, -11.3, 20.9, 1.1, 1.5, i
26) CC(=O)OC1N=C(c2ccccc2)c2cc(C)ccc2NC1=O (stereo unspecified)
 : ., ., -2.9, -0.7, -23.2, ., 14.3, -4.8, 5.1, i
27) COC(=O)C1=C(c2cc3ccccc3o2)C[C@@H]2CC[C@H]1N2C(=O)NCc1ccco1
 : -0.8, -9.0, -2.8, ., ., 22.6, -0.7, -0.2, ., i
28) CC1CN(CC(=O)c2ccccc2Cl)CC(C)O1 (stereo unspecified)
 : 24.8, -1.3, 14.2, 0.6, -16.2, -13.0, 21.5, 6.3, 6.5, i
29) c1ccc(CNCCc2c[nH]c3ccccc23)cc1
 : -5.8, -3.7, -0.5, 2.4, -29.7, -0.1, 15.4, 4.3, 3.1, i
30) C1=C(c2ccccc2)CCNC1
 : -6.9, -10.0, -3.0, 1.8, -15.8, -9.4, 5.7, -1.4, -3.6, i
31) COc1ccc(CC2C(=O)N(C)C(=O)N(C)C2=O)c(OC)c1
 : 24.4, -2.2, -1.5, 5.0, -4.3, -13.0, 20.7, -4.6, 1.4, i
32) C1CCC2S[C@H]3CCCCC3NC2C1 (stereo partly specified)
 : -10.5, -3.2, -1.9, -6.1, -15.3, 8.8, 8.3, -2.0, -2.3, i
33) COc1cc(OC)c(OC)cc1CNCCc1cccc(F)c1
 : 0.7, 1.7, -1.9, -1.5, 9.4, 2.6, 8.2, -0.9, 5.2, i
34) Cc1cc(NC(=O)COC(=O)c2c(C)nn(Cc3ccccc3)c2Cl)no1
 : 6.4, 3.3, 1.0, 6.3, 2.3, 32.9, 18.9, 2.6, 3.5, i
35) CCOc1cccc(=NC2CCCCC2)c2c(C)n(C)c(C)c12
 : 45.1, 19.4, -0.2, -2.9, -10.9, 30.5, 5.2, -2.5, 3.1, i
36) O=c1[nH]c(CN2CC=C(c3ccccc3)CC2)nc2scc(-c3cccs3)c12
 : -12.6, -2.8, -2.4, -0.1, -16.2, 15.0, 12.6, -2.6, -2.1, i
37) C[C@]12CC[C@H](O)CC1=CC[C@@H]1[C@@H]2CC[C@]2(C)C(=O)CC[C@@H]12
 : -13.8, -8.5, -0.5, ., ., 7.7, 14.8, 0.1, ., i
38) O=C1CN=C(c2ccccc2F)c2cc(Cl)ccc2N1
 : -5.5, 1.1, 21.6, -2.5, -8.9, 6.5, 7.1, 1.7, 0.4, i
39) CC1C(OC(=O)CCC(=O)NC(C)(C)CO)O[C@H]2OC3(C)CC[C@H]4[C@H](C)CCC1C24OO3 (stereo partly specified)
 : -20.2, -7.4, -0.5, -3.1, 82.3*, 3.5, 24.9, 3.0, 32.9*, i
40) CCC12CN3CCN(CC(C3)/C1=N/NC(=O)c1ccncc1)C2
 : -7.1, -0.8, -1.9, -3.2, 1.6, -23.4, 20.9, -2.5, -4.3, i
41) CC(C)CCP(=O)(O)c1ccccc1
 : 11.4, 0.0, 1.2, 1.8, -7.0, 11.4, -1.6, -1.7, 10.2, .
42) CC(Cc1ccccc1)NC(=O)Cc1ccc(N(C)C)cc1 (stereo unspecified)
 : 0.6, 1.0, -2.9, 3.6, -11.3, 0.5, 40.7, -4.0, 0.6, i
43) O=C(NC1CONC1=O)OCC(Cl)(Cl)Cl (stereo unspecified)
 : 5.8, -5.2, -1.9, -1.6, 2.8, 4.3, 15.4, 0.1, 1.0, i
44) O=c1cccc2n1CC1CC2CN(C(c2cccc(F)c2)c2sc3ncnn3c2O)C1 (stereo unspecified)
 : -18.8, -1.8, -1.0, -1.9, -18.6, 4.0, 6.5, 0.5, -1.1, i
45) Cc1cccc(CN2CCN(c3ccc(Cl)cc3)CC2)c1
 : -7.0, -2.7, -3.3, 0.4, -6.3, -7.9, -11.2, 0.8, -2.4, i
46) COc1cccc(C(=O)C2CCCN(Cc3cccc(C)n3)C2)c1 (stereo unspecified)
 : -2.3, -4.8, -0.4, -3.0, -22.9, 3.8, 13.2, -0.2, -1.8, i
47) COc1ccccc1-n1c(O)c(C=NCCN2CCNCC2)c(=O)[nH]c1=O
 : -61.1, ., ., 6.0, -11.4, 6.6, 11.7, 2.3, 2.4, i
48) COc1ccc(-n2c(O)c(C(C)=NCc3ccco3)c(=O)[nH]c2=O)cc1
 : 20.4, -4.3, 0.4, -1.4, -49.4, -6.1, 0.9, -0.3, -5.0, i
49) COc1cccc(C2=NOC(C(=O)N3CCC4(CC3)OCCO4)C2)c1 (stereo unspecified)
 : 6.0, 12.3, -1.1, 1.7, -87.7, -105.4, 23.9, -3.5, -4.2, i
50) CC1=NOC2(C)Nc3ncnn3C(c3ccccc3)C12 (stereo unspecified)
 : -24.7, -12.4, 2.2, -0.3, -21.3, 10.8, 4.4, -0.6, 4.7, i
